Screens as filed in PubChem BioAssay.
ERG Ets-DNA blk – ERG Ets/DNA interaction inhibition; P11308; fluorescence polarization, His-ERG Ets domain / labelled DNA; Potency, µM (doses to about 76.9 µM), for the others: top-dose FP activity, negative = inhibition, usual class: inhibitors; actives 0.028% (n = 370,000); AID 624246; active = well fitted inhibition curve with a large enough effect in the polarisation, with a control signal flat; inconclusive = small, poorly fitted or top-dose-only effect, or effect the other way, or a change in a side signal; inactive = no such curve, though single readings can be large or run the other way; the % refers to the polarisation;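 also: polarization taken with two DNA probes labelled with fluorescein and Texas red; potency is read from the fitted curve at half-maximal effect; % of control where 0% means no effect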
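His-tagged ERG Ets domain (1 uM in the protein solution; 300mM KCl, 50mM Tris-HCl, 1mM EDTA, 1mM DTT, pH 7.5) received compound, then a probe mix of 5 nM fluorescein-DNA and 100nM Texas-615-DNA. Fluorescence polarization was read for both dyes.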
POLI inh – inhibitors of human DNA polymerase iota; Pol iota fluorescent replication assay, 10 min; Q9UNA4; actives 1% (n = 390,000); Potency, µM (series often up to 115 µM), without a hit: at the top dose activity, negative = inhibition, hits mostly inhibitors; also: potency is read from the fitted curve at half-maximal effect
Target sequence (Q9UNA4 whole entry, looked up): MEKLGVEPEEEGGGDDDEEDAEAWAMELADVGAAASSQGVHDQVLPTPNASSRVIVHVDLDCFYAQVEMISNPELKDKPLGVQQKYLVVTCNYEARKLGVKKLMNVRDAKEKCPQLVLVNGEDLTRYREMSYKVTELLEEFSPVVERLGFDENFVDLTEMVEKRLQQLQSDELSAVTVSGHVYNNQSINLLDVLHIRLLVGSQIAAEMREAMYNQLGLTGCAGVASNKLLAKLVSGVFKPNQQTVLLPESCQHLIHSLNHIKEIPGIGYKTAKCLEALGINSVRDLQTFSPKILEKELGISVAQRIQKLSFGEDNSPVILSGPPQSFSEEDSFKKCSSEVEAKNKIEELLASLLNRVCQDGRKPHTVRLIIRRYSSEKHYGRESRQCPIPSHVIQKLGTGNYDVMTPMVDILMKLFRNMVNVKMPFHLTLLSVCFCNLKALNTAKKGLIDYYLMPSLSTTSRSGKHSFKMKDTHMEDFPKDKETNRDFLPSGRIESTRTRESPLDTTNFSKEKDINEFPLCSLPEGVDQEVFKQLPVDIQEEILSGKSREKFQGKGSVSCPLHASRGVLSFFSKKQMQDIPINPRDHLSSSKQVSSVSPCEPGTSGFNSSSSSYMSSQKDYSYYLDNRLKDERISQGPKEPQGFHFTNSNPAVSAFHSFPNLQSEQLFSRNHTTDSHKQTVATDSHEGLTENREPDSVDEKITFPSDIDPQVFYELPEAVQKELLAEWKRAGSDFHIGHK
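Fluorescent replication assay read twice, at 0 min and 10 min after adding 50 nM (final) substrate. Enzyme (10 nM) and compounds were first incubated 15 min at room temperature; enzyme-free buffer wells were negative controls.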
TRHR ag – TRH receptor (human) agonism; activation, % at 2 µM; P34981; TRHR cells, calcium flux fluo-8, FDSS agonist mode; actives 0.18% (n = 360,000); AID 493084; in the data active = activation above about 30%; also: 0% is about no effect
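Read-out: compound-evoked intracellular calcium rise in TRHR cells, fluo-8 dye, kinetic FDSS fluorescence at 1 s/cycle following a 10-cycle baseline. Cells cultured overnight before dye loading (30 min–1.5 h, RT).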
POLK inh – DNA polymerase kappa (human) inhibition; Q9UBT6; purified Pol kappa, fluorescent DNA synthesis assay, 10 min; Potency, µM (top dose mostly 107 µM), for inactives: at the highest dose activity, negative = inhibition, usual class: inhibitors; actives 0.53% (n = 400,000); also: potency is read from the fitted curve at half-maximal effect; % is scaled to controls: 0 for no effect and ±100 for the full control effect
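First, compounds were pin-transferred onto 10 nM Pol kappa. After 15 min at room temperature, substrate was added to 50 nM final. Fluorescence was then measured kinetically at 0 and 10 min.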
ALOX12 inh – ALOX12 (human) lipoxygenase inhibition | P18054 | purified 12hLO, xylenol orange hydroperoxide absorbance | Potency, µM (highest dose often 108 µM), inactives show at the top dose activity change, negative = inhibition, actives largely listed as inhibitors | actives 1.1% (n = 580,000) | AID 1671190; also: potency is read from the fitted curve at half-maximal effect; % is scaled to controls: 0 for no effect and ±100 for the full control effect
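Purified human 12hLO at 150 nM in 25 mM Hepes, 0.01% Triton X-100, pH 7.0, preincubated 15 min at room temperature with compound. Reaction started with 40 uM arachidonic acid, 30 min at room temperature. Hydroperoxide measured by Fe-xylenol orange, 573/405 nm absorbance ratio.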
APE1 inh – blocks human APE1 abasic DNA cleavage | AID 2517 | actives 0.35% (n = 350,000) | recombinant APE1, TAMRA/BHQ-2 abasic DNA cleavage fluorescence | Potency, µM (highest dose often 65.8 µM), without a hit: top-dose activity change, negative = inhibition, usual class: inhibitors | P27695;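 also: potency is read from the fitted curve at half-maximal effect; plate controls were vehicle for no effect and reference inhibitor for full effect; nearly all actives have a fitted effect of over 55% in size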
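APE1 at 0.75 nM preincubated 15 min at room temperature with compound. Reaction then started with 50 nM double-stranded THF-abasic substrate labelled with TAMRA/BHQ-2, and 525/598 nm fluorescence read kinetically. Activity taken as third-minus-first read difference, normalized to DMSO and NSC13755 controls.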
BLM inh – blocks DNA unwinding by human BLM helicase. P54132. AID 2528. recombinant BLM DNA unwinding, fluorescence dequenching. actives 0.2% (n = 350,000). Potency, µM (highest dose often 56.1 µM), inactives show at the top dose activity change, negative = inhibition, hits mostly inhibitors;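 also: potency is read from the fitted curve at half-maximal effect; plate controls were vehicle for no effect and no enzyme for full effect; nearly all actives have a fitted effect of over 35% in size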
Apoferritin bind – binds horse apoferritin like a general anesthetic; Potency, µM (highest dose often 77.5 µM), without a hit: at the top dose activity change, negative = displacement, usual class: inhibitors; actives 0.074% (n = 350,000); apoferritin/1-aminoanthracene competitive binding, fluorescence; AID 485281; P02791; also: potency is read from the fitted curve at half-maximal effect; % is scaled to controls: 0 for no effect and ±100 for the full control effect; nearly all actives have a fitted effect of over 20% in size
Target sequence (P02791 2-175 limits assumed): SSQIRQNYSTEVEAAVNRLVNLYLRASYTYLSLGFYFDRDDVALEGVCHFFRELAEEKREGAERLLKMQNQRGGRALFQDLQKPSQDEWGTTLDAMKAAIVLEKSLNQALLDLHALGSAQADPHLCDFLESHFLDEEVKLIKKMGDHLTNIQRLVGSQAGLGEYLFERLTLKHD
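In PBS, apoferritin at 10 uM is loaded with 1-AMA from a 50% saturated solution. After 10 min of compound exposure at ambient temperature, reduced 535 nm fluorescence indicates probe displacement.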
POLB inh – blocks human DNA polymerase beta activity; actives 1.3% (n = 340,000); Pol beta primer extension/strand displacement, fluorescence kinetic; Potency, µM (top dose mostly 114 µM), for the others: at the highest dose activity change, negative = inhibition, most hits filed as inhibitors; AID 485314; also: potency is read from the fitted curve at half-maximal effect; % is scaled to controls: 0 for no effect and ±100 for the full control effect
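Curves were derived by four-parameter Hill fits of normalized qHTS data. The kinetic fluorescent primer-extension read was taken at 0 and 10 min after 50 nM substrate, following a 15 min room-temperature preincubation of 10 nM enzyme with compounds.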
Numbers without * were called inactive; i = inactive; ? = inconclusive; . = no result given; & = joins results of further samples; [ ] = another dose, or the depositor's remark. Unless noted, calls follow the shape of the dose curve; as a rule, active = well fitted curve in the direction sought with a large enough effect; inconclusive = small, poorly fitted or top-dose-only effect, or another doubt; inactive = no such curve, though single readings can be large; an effect the other way counts as inactive or inconclusive.

SMILES | ERG Ets-DNA blk | POLI inh | TRHR ag | POLK inh | ALOX12 inh | APE1 inh | BLM inh | Apoferritin bind | POLB inh
CSc1cccc(NC(=O)CN(C)S(=O)(=O)c2ccc(C)cc2)c1 | -10% | -2% | -1.6 | 4% | 35%[activator] | -3% | -7% | -17% | -10%
N#Cc1ccccc1 | -1% | -12% | 0.7 | -15% | 15% | -5%&4% | . | . | .
CC(=O)Nc1ccc(CN2CCN(C3CCCC3)C(CCO)C2)cc1 (stereo not given) | 3% | -7% | 0.1 | 1% | 2% | 3% | -2% | -4% | 29%
O=C(CCS(=O)(=O)c1ccccc1)N1CCCc2ccccc21 | -4% | ? | 0.0 | 4% | 2% | 36% | 1% | 3% | -25%
Cc1ccnc(NS(=O)(=O)c2ccc(NC(=O)C(C)(C)C)cc2)n1 | 15% | 22% | 0.0 | 4% | 8% | 6% | -1% | 6% | 1%
COc1ccccc1COC(=O)CN1C(=O)NC2(CCCCC2C)C1=O (stereo not given) | 2% | 45%[activator] | -0.3 | 11% | -15% | 5% | . | . | .
COc1ccc(Cl)c2sc(N3CCN(C(C)=O)CC3)nc12 | -3% | -11% | 0.3 | 2% | 0% | -5% | -1% | -2% | 3%
Oc1[nH]c2ccccc2c1/C=N/c1nccs1 | 19% | 12% | 0.2 | -9% | -16% | -5% | 1% | ? | 14%
CCOc1ccccc1CNC(=O)c1cc(-c2ccc(Cl)s2)nc2ccccc12 | -3% | 10% | 0.7 | 0% | -19% | . | -4% | -7% | 8%
Clc1cc(Br)ccc1OCCn1ccnc1 | -4% | 8% | -0.3 | 2% | 0.71µM* | 1% | -5% | -15% | -9%

Results in ALOX12 inh, APE1 inh and POLB inh (two entries from above):
mol,ALOX12 inh,APE1 inh,POLB inh
Cc1ccnc(NS(=O)(=O)c2ccc(NC(=O)C(C)(C)C)cc2)n1,8%,6%,1%
COc1ccccc1COC(=O)CN1C(=O)NC2(CCCCC2C)C1=O (stereo not given),-15%,5%,.

Next compounds.
SMILES | ERG Ets-DNA blk | POLI inh | TRHR ag | POLK inh | ALOX12 inh | APE1 inh | BLM inh | Apoferritin bind | POLB inh
CCN1C(=O)c2ccccc2Sc2ccc(C(=O)NCCC(C)C)cc21 | -1% | 4% | 0.2 | -27% | i | -17% | -5% | 2% | -1%
NC(Cc1ccc2nsnc2c1)C(=O)O (stereo not given) | 3% | 3% | . | -18% | -22% | . | . | . | .
COc1ccc(OC)c(NC(=O)CSc2nc(O)cc(=O)n2CC(C)C)c1 | 2% | 59%[activator] | . | -2% | -11% | -11% | . | . | .
O=C1/C(=C\c2ccccn2)SC(=S)N1Nc1ncc(C(F)(F)F)cc1Cl | -8% | 8% | -0.3 | -7% | . | -1% | -15% | ? | -1%
COc1ccc(C(=O)N[C@H](C(=O)NC2CCCCC2)C(C)C)cc1 | 7% | -9% | . | 8% | 53%[activator] | 31% | . | . | .
Cc1ccc(S(=O)(=O)n2cccc2CO)cc1 | 4% | -10% | -0.7 | -1% | 7% | 22% | . | . | .
CN1CCN(CC(O)c2ccccc2)CC1 (stereo not given) | . | . | . | . | . | 5% | -1% | -15% | 12%
CSc1cccc(NC(=O)NNC(=O)C2CCN(S(=O)(=O)N(C)C)CC2)c1 | -2% | ? | 0.4 | 0% | 12% | 10% | 0% | -2% | 27%
CC1CCCC(NC(=O)CCn2c(=O)oc3ccccc32)C1C (stereo not given) | -1% | -11% | -0.4 | -1% | 4% | -3% | 0% | -15% | 16%
CN(C)/C=C/c1onc(-c2ccccc2Cl)c1C#N | 2% | 73%[activator] | 0.6 | -11% | ? | 18% | -7% | -7% | 15%
COCC(=O)N1CCC2CC1c1cc(Cl)ccc12 (stereo not given) | -5% | 3% | . | 1% | ? | . | . | . | .
CC(C)C1OC(c2cccc(NC(=O)c3cccs3)c2)OCC1(C)C (stereo not given) | -1% | 107%[activator] | 1.2 | -23% | ? | -5% | -17% | ? | 5%
O=C(Nc1cc(Cl)ccc1N1CCOCC1)c1ccc(Br)o1 | -9% | 53%[activator] | -3.0 | -7% | . | 1% | -8% | ? | -1%
COc1cccc(C2C(C#N)=C(N)Oc3cc(C)oc(=O)c32)c1OC (stereo not given) | 4% | 13% | 0.5 | 1% | 0% | 0% | -3% | -12% | 22%
Cc1oc2c(C)c3oc(=O)c(CCC(=O)N4CCC(C(=O)NCCC(=O)O)(c5ccccc5)CC4)c(C)c3cc2c1C | -5% | -9% | -0.1 | 2% | -7% | 47%[activator] | -1% | -8% | 20%
O=C(Nc1cc(N2CCOCC2)ncn1)c1ccccc1 | 4% | 0% | 0.8 | -15% | 0% | -7% | -4% | -6% | 9%
CC(C)(C)OC(=O)N[C@@H](Cc1ccccc1)C(=O)NCC1CCC(C(=O)O)CC1 (stereo not given in full) | -13% | 26% | 0.8 | 2% | 11% | 0% | -4% | -5% | 18%
O=S(=O)(Nc1ncnc2sccc12)c1cccc(F)c1 | 0% | 44%[activator] | . | -28% | -29% | -7% | . | . | .
COc1ccc(C2(C(F)(F)F)NC(=O)N(C)C(=O)N2C)cc1 (stereo not given) | 1% | 6% | 0.2 | -9% | 0% | -7% | -12% | -6% | 21%
CS(=O)(=O)N(CC(=O)NCCSCc1ccccc1)c1ccccc1Cl | -7% | 18% | -0.6 | -1% | ? | 32% | -4% | -14% | 22%

3 structures from above, sorted by number of heavy atoms, smallest number first.
SMILES | ERG Ets-DNA blk | POLI inh | TRHR ag | POLK inh | ALOX12 inh | APE1 inh | BLM inh | Apoferritin bind | POLB inh
COCC(=O)N1CCC2CC1c1cc(Cl)ccc12 (stereo not given) | -5% | 3% | . | 1% | ? | . | . | . | .
COc1ccc(C2(C(F)(F)F)NC(=O)N(C)C(=O)N2C)cc1 (stereo not given) | 1% | 6% | 0.2 | -9% | 0% | -7% | -12% | -6% | 21%
CC(C)(C)OC(=O)N[C@@H](Cc1ccccc1)C(=O)NCC1CCC(C(=O)O)CC1 (stereo not given in full) | -13% | 26% | 0.8 | 2% | 11% | 0% | -4% | -5% | 18%

Next part
SMILES | ERG Ets-DNA blk | POLI inh | TRHR ag | POLK inh | ALOX12 inh | APE1 inh | BLM inh | Apoferritin bind | POLB inh
COc1ccc(NC(=O)NCCCN2CCCCC2C)cc1 (stereo not given) | -3% | 24% | -0.2 | -1% | 30% | 0% | -1% | -8% | -3%
COCCCNC(=O)/C=C/c1ccc(OCc2c(F)cccc2Cl)cc1 | -10% | 11% | 1.1 | 1% | 2% | -2% | -5% | ? | 5%
COc1cc(C(=S)N2CCOCC2)ccc1OC(=O)c1ccc([N+](=O)[O-])cc1[N+](=O)[O-] | 3% | 11% | 0.0 | -7% | -11% | -2% | 1% | -15% | 7%
Cc1ccc(NC(=S)N/N=C/c2c(C)[nH]c3ccccc23)cc1 | 10% | 27% | 0.6 | -2% | 32µM* | -6% | -13% | 18% | -9%
CCOC(=O)c1cc(N2CCCCC2)nc2ccccc12 | -22% | 2% | . | -15% | -17% | . | . | . | .
CCC1(C)Cc2ccccc2-c2nc(NCCCO)n(-c3ccccc3)c(=O)c21 (stereo not given) | 8% | 2% | 2.6 | 4% | 0% | 0% | -4% | -6% | 21%
CC(=O)Oc1ccc2c(=O)c(-c3ccccc3)c(C)oc2c1 | -1% | 7% | -0.4 | 8% | 19% | -1% | -3% | -11% | 11%
COCc1ccc(C(=O)N2CCCC(Nc3ccc(C(C)C)cc3)C2)s1 (stereo not given) | -7% | 36%[activator] | -0.6 | -8% | 0% | 20% | -8% | ? | 9%
CCOc1ccccc1N1CCN(C(=O)NCc2ccc(Cl)cc2)CC1 | 1% | 110%[activator] | -1.8 | -10% | -17% | -23% | -1% | -2% | 16%
O=C(COC(=O)c1ccc(F)cc1F)Nc1ncccn1 | 10% | ? | 0.5 | ? | 3% | -8% | -26% | 1% | 35µM*

Shown as a hit in ALOX12 inh, among the entries above:
| structure | ERG Ets-DNA blk | POLI inh | TRHR ag | POLK inh | ALOX12 inh | BLM inh | Apoferritin bind |
| --- | --- | --- | --- | --- | --- | --- | --- |
| Clc1cc(Br)ccc1OCCn1ccnc1 | -4% | 8% | -0.3 | 2% | 0.71µM* | -5% | -15% |
| Cc1ccc(NC(=S)N/N=C/c2c(C)[nH]c3ccccc23)cc1 | 10% | 27% | 0.6 | -2% | 32µM* | -13% | 18% |

More compounds:
SMILES | ERG Ets-DNA blk | POLI inh | TRHR ag | POLK inh | ALOX12 inh | APE1 inh | BLM inh | Apoferritin bind | POLB inh
c1ccc2c(-c3nn[nH]n3)cccc2c1 | -11% | 13% | 0.6 | 4% | -11% | 5% | 0% | -12% | 7%
CCOc1ccc(NC(=O)c2ccccc2O)cc1 | -1% | 1% | 1.0 | -7% | 13% | -7% | -3% | 4% | -3%
CC1(C)CC(=O)C=C(c2cc3ccccc3s2)C1 | -9% | -12% | . | 5% | 4% | . | . | . | .
COc1ccc(OCC(=O)Nc2ccccc2N2CCCCC2)cc1 | -10% | 28% | 1.9 | -4% | 366%[activator] | 3% | -11% | 64%[activator] | 4%

Only part of the results is shown (hit frequency here may not be typical).
